hERG protect = shields human hERG channel from block by proarrhythmic agents | Q12809 | CHO-hERG, FluxOR thallium flux, dofetilide IC70 present | activation (rescue from dofetilide block), less the hit threshold, % at 10 µM | 310,000 compounds, 0.51% hits | AID 1511;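 active means activation above the mean of controls blocked by dofetilide plus 5 SD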;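 further: thallium influx through hERG after potassium depolarization seen as dye fluorescence rise; in these data hits start at about 4.7%; inactives centre near -7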
TMEM16A act = mouse TMEM16A channel activation, primary screen; Q8BHY3; HEK293 TMEM16A/YFP-H148Q/I152L, iodide quench fluorescence; stronger effect = lower value; B-score at 10 µM; 340,000 compounds, 0.3% hits; AID 623877;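 active means fluorescence-ratio B-score plate-corrected deviation score at least 3 library SD below zero, with starting fluorescence score within 5 deviations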;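 further: channel opened by trigger with iodide after compound preincubation; score built on the fluorescence ratio of max minus min over baseline; more negative score means more quench and so TMEM16A activation or potentiation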
Target sequence (Q8BHY3 whole entry, looked up): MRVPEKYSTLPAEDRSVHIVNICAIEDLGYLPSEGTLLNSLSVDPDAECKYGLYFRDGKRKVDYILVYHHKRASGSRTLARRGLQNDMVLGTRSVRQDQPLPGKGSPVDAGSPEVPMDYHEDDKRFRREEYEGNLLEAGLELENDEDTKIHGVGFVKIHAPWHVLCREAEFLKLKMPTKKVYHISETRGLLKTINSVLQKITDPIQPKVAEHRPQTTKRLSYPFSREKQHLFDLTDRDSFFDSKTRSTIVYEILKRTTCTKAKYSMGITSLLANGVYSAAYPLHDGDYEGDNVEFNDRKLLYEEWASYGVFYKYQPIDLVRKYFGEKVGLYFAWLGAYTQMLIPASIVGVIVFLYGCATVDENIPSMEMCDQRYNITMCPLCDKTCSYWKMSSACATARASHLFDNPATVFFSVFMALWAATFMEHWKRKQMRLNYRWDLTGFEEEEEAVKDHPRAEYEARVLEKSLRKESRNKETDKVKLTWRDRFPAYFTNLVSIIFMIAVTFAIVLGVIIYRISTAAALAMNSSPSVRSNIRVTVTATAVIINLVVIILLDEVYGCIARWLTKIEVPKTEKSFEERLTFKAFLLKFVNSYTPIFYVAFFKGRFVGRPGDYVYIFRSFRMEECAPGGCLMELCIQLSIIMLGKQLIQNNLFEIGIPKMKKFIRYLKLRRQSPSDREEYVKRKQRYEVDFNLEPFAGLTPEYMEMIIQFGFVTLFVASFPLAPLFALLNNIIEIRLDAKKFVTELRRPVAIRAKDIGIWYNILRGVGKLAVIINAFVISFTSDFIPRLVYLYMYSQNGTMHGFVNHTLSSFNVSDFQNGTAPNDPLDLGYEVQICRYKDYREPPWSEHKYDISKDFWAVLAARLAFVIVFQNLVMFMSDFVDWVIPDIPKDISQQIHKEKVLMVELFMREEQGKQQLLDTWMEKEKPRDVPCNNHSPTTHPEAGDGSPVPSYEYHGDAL
DYRK1A inh = Dyrk1A (rat) kinase inhibition | ADP-Glo luminescence, NFATc1 peptide | AID 504441 | 310,000 compounds, 0.43% hits | Q63470 | inhibition, % at 12.5 µM; in the data active means inhibition above about 50%;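 further: plate controls were vehicle with enzyme for no effect and no enzyme for full effect; many of its hits are not listed in these tables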
KCNQ1 act = potentiates or activates the human KCNQ1 potassium channel; CHO-K1 KCNQ1, thallium flux FluxOR fluorescence; stronger effect = higher value; 310,000 compounds, 0.35% hits; B-score at 10 µM; AID 2648; P51787;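 active means fluorescence ratio B-score, a plate-corrected score, at least three library SD, with initial intensity B-score within 5 SD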
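Doses: Single concentration per compound, DMSO matched to controls | Test system: KCNQ1-transfected CHO-K1 cells | Timing: 90 min dye loading and 20 min compound exposure, both at room temperature | Measured by: Kinetic FluxOR thallium fluorescence, 10-s 1-Hz baseline, 110-s post-stimulus read | Medium: Assay buffer with matched DMSO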
TRPC4 act = activators of mouse TRPC4 channel; HEK293 TRPC4beta/mu-opioid, Fluo4 calcium fluorescence; stronger effect = higher value; B-score at 10 µM; AID 2237; Q9QUQ5; 310,000 compounds, 0.49% hits;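 active means B-score above 5 SD of library B-scores, and initial fluorescence ratio not above library mean plus 5 SD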;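 further: positive B-score marks a calcium rise read as TRPC4 activation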
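Technique: kinetic Fluo4 calcium fluorescence; Test system: TRPC4beta and mu-opioid receptor HEK293 stable cells; Measure: B-scored integrated calcium fluorescence ratio; Benchmarks: low control buffer alone, high control maximal DAMGO; Schedule: 45 min room-temperature Fluo4 loading, 110 s read.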
HDAC3 inhib = inhibitors of human histone deacetylase 3; recombinant HDAC3, fluorogenic peptide/trypsin coupled, fluorescence; inhibition, % at 8.3 µM; 320,000 compounds, 0.15% hits; AID 2718; in the data active means inhibition above about 26%, passing the limit was not always enough; inconclusive means no clear call, values can overlap the other calls
TRPC4 PAM = allosteric potentiators of mouse TRPC4 channel; B-score at 10 µM; Q9QUQ5; 310,000 compounds, 0.42% hits; HEK293 TRPC4beta/mu-opioid, DAMGO EC20, Fluo-4 Ca2+ flux; stronger effect = higher value;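 active means B-score of calcium response area above 5 SD of library B-scores, with initial fluorescence ratio within 5 SD of library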;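 further: B-score of integrated fluorescence ratio over time as area under calcium response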
KCNK9 block = blocks the human KCNK9 two-pore domain potassium channel; HEK293 KCNK9, FluxOR thallium flux fluorescence; stronger effect = lower value; B-score at 10 µM; 310,000 compounds, 1.2% hits; AID 488922;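 active means ratio B-score over 3 SD below the library mean, with starting fluorescence within 5 SD of its mean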;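 further: negative B-score means less thallium flux so channel inhibition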
KCNK3 inh = human KCNK3 channel inhibition, primary screen; O14649; CHO-KCNK3 thallium flux, FluxOR fluorescence; stronger effect = lower value; B-score at 10 µM; 340,000 compounds, 0.84% hits; AID 602410;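 active means B-score under library mean minus 4 SD, starting fluorescence ratio at most library mean plus 5 SD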;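 further: more negative B-score means stronger inhibition of thallium flux through KCNK3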
ANO1 block = inhibitors of mouse TMEM16A calcium-activated chloride channel; Q8BHY3; HEK293 TMEM16A/YFP iodide influx fluorescence, ionomycin; normalized B-score (activity score, 25-100; higher = stronger inhibition) at 10 µM; 310,000 compounds, 1.2% hits;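 active means ratio plate-corrected score three or more library SD toward inhibition, starting fluorescence score within five deviations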;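 further: score derived from kinetic fluorescence span divided by baseline fluorescence per well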
KCNQ1 block = blocks the human KCNQ1 potassium channel. AID 2642. B-score at 10 µM. CHO-K1 KCNQ1, FluxOR thallium flux fluorescence; stronger effect = higher value. P51787. 310,000 compounds, 1.3% hits;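 active means compounds whose thallium flux B-score, printed positive for inhibition, exceeds three library SD while starting fluorescence stays within three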;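 further: channel opened by potassium depolarization with thallium stimulus after 20 min compound exposure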
Starred values were filed as active, the others as inactive; i = inactive; u = inconclusive; x = not tested or not shown; & = joins results of further samples. Not all compounds are listed; rates above refer to the full screens.

Values run as follows: hERG protect	TMEM16A act	DYRK1A inh	KCNQ1 act	TRPC4 act	HDAC3 inhib	TRPC4 PAM	KCNK9 block	KCNK3 inh	ANO1 block	KCNQ1 block
- Cc1cccc(NC(=S)NCCCN2CCOCC2)c1
    -1.5	i	-2.4	i	i	-4.9	i	i	i	i	i
- Cc1ccc(/C=N/NC(=O)CSc2nc3ccccc3c(=O)n2-c2ccccc2)s1
    -4.4	i	-10.5	i	i	-2.6	i	i	i	i	i
- c1ccc(N2CCN(c3ccc4nncn4n3)CC2)nc1
    -2.9	i	5.1	i	i	2.6	i	i	i	i	i
- O=C(C1=C[C@H](c2ccc(C(F)(F)F)cc2)C[C@H](OCCCCO)O1)N1CCN(Cc2ccc3c(c2)OCO3)CC1
    -10.8	i	7.1	i	i	14.6	i	i	i	i	i
- CC(C)(C)c1ccc(OCc2ccc(C(=O)N/N=C/c3ccc(O)c(O)c3)cc2)cc1
    1.0	i	-3.9	i	i	3.2	i	i	i	i	i
- CCCC(=O)C1=C(N(C)c2ccccc2)CC(C)(C)CC1=O
    -11.3	i	-10.1	i	i	-1.9	i	i	i	i	i
- CCN(C(=O)CSc1nnc2nc(C)cc(C)n12)c1ccccc1
    -13.7	i	x	i	i	-2.9	i	i	i	i	i
- CCOCC(=O)Nc1cc(OC)c(Cl)cc1OC
    -4.2	i	-2.2	i	i	7.1	i	i	i	i	i
- COc1cccc(N2C(=NC(=O)COc3ccccc3)SC3CS(=O)(=O)CC32)c1 (configuration not stated)
    -4.9	i	-5.8	i	i	-0.2	i	i	i	i	i
- C/C(=N\NC(=O)CSc1nc(C)cc(C)n1)c1cccs1
    -10.6	i	5.3	i	i	-2.0	i	i	i	i	i
- CCOC(=O)c1sc(=NC(=O)c2ccc(OC(C)C)cc2)n(C)c1C
    -0.8	i	-2.3	i	i	-4.5	i	i	i	i	i
- S=C(NCCc1ccccc1)Nc1cccc2cnccc12
    -15.7	i	x	i	i	-7.8	i	i	i	i	7*
- COc1ccc(/C=C/C(=O)c2ccccc2O)cc1CN1CCOCC1
    -23.5	i	-0.2	i	i	4.8	i	i	i	i	i
- COc1ccc(N(CC(=O)Nc2cc(OC)ccc2OC)S(=O)(=O)c2c(C)noc2C)cc1
    -13.8	i	x	i	i	15.2	i	i	i	i	i
- COc1ccc(CN2CCN(c3ccccn3)CC2)c(OC)c1C
    -10.1&-1.3	i	3.9&-4.9	i	i	0.9&-0.2	i	i	i	i	i
- O=C(CN1C(=O)C2(OCCO2)c2ccccc21)c1ccc(Br)cc1
    -9.6	i	1.9	i	i	0.8	i	i	i	i	i
- CCSc1nnc(NS(=O)(=O)c2ccc(OC)cc2)s1
    -0.1	i	12.0	i	i	-0.9	i	i	i	i	i
- CCOC(=O)C1=C(C)Nc2ccccc2N=C1NC(=O)Cc1ccc(Cl)c(Cl)c1
    -6.7	i	-7.8	i	i	0.2	i	i	i	i	i
- Cc1ccc(S(=O)(=O)N2CCCCC2)cc1NC(=O)CSc1nccn1C
    -6.7	i	-1.0	i	i	-1.5	i	i	i	i	i
- NC(=O)C[n+]1cccc(C(N)=O)c1
    -3.9	i	-0.4	i	i	-1.3	i	i	i	i	i
- Cc1ccc(-c2ccc(SCC(=O)Nc3cc(C)on3)nn2)cc1
    -8.8	i	x	i	i	1.4	i	i	i	i	i
- COc1ccc(NC2CC(=O)N(c3cccc(C)c3)C2=O)cc1 (configuration not stated)
    -8.6	i	-7.1	i	i	11.4	i	i	i	i	i
- O=C(O)c1ccccc1NC(=O)C(c1ccccc1)c1ccccc1
    -5.4	i	x	i	i	-10.6	i	i	i	i	i
- CCCOC(=O)CC1C(=O)NCCN1C(=O)OC(C)(C)C (configuration not stated)
    -12.6	i	-8.6	i	i	-2.4	i	i	i	i	i
- CC1Cc2nc(SCC(=O)N3CCOCC3)n(-c3ccccc3)c(=O)c2S1 (configuration not stated)
    -9.8	i	-4.7	i	i	x	i	i	i	i	i
- CCC(C)NC(=O)CN1C(=O)COc2ccc(S(=O)(=O)N3CCOCC3)cc21 (configuration not stated)
    -5.3	i	9.1	i	i	x	i	i	i	i	i
- NS(=O)(=O)c1ccc(NC(=O)CSC2=NC(=O)C(c3ccccc3)C(=O)N2)cc1 (configuration not stated)
    -15.2	i	1.6	i	i	0.1	i	i	i	i	i
- COc1ccc(CCOC(=O)CNC(=O)c2ccc(Cl)cc2Cl)cc1
    -9.5	i	3.5	i	i	-3.4	i	i	i	i	i
- Cc1ccc(N/C(N)=N/c2nc(CSc3nnc(C)s3)cc(=O)[nH]2)c(C)c1
    -1.9	i	2.9	i	i	10.1	i	i	i	i	i
- CC(=O)Oc1c(C(=O)c2nnc(C)o2)c(=O)n(C)c2ccccc12
    -5.6	i	x	i	i	-3.8	i	i	i	i	i
- CCOC(=O)Cn1nnnc1CN(Cc1ccc(OC)cc1)Cc1cc2cc(CC)ccc2[nH]c1=O
    -2.4	i	4.1	i	i	2.4	i	i	i	i	i
- CCn1c(CCNC(=O)c2ccc(C)cc2)nnc1SCc1ccc(Cl)c(Cl)c1
    -4.9	i	-6.2	i	i	4.5	i	i	i	i	i
- O=C1CNC(=O)N1CC(O)Cn1c2ccccc2c2ccccc21 (configuration not stated)
    -20.4	i	3.7	i	i	-6.1	i	i	i	i	i
- CCC(C)(C)n1c(=O)[nH]c2c(c1=O)CCC2
    -6.1	i	-5.0	i	i	4.8	i	i	i	i	i
- CC(C)(C)C(=O)NNC(=O)COc1ccc2ccccc2c1Br
    -13.5	i	5.5	i	i	2.7	i	i	i	i	i
- CCCCCOC(=O)Cn1c(=O)oc2ccccc21
    -14.2	i	1.4	i	i	-3.3	i	i	i	i	i
- CCn1c(=O)c(C(=O)NNS(=O)(=O)c2ccc(Br)cc2)c(O)c2ccccc21
    -9.1	i	-1.4	i	i	x	i	i	i	i	6*
- O=C1C(=O)N(CCN2CCOCC2)C(c2ccccn2)/C1=C(/O)c1ccccc1 (configuration not stated)
    -8.0	i	-3.4	i	i	u	i	i	i	i	i
- CCc1ccc(NC(=O)NNC(=O)c2cc3ccccc3cc2O)cc1
    -7.6	i	0.6	i	i	-2.0	i	i	i	i	i
- CC(Sc1ccccn1)C(=O)Nc1ccc(S(N)(=O)=O)cc1 (configuration not stated)
    -5.6	i	-3.5	i	i	-0.1	i	i	i	i	i
- CN(CC(=O)Nc1ccccc1C(F)(F)F)C(=O)COc1ncnc2sccc12
    -4.5	i	-1.8	i	i	0.1	i	i	i	i	i
- CC(C)N(C(=O)C[n+]1ccc(/C=N/O)cc1)C(C)C
    -3.8	i	-21.9	i	i	0.3	i	i	i	i	i
- COc1ccc(C(=O)c2ccc(Cl)cc2)c2ccccc12
    -8.2	i	-4.1	i	i	-8.9	i	i	i	i	i
- CSc1ccccc1NC(=O)c1cc(C(C)C)on1
    -10.8	i	-0.3	i	i	-4.2	i	i	i	i	i
- CC(C)(C)c1ccc(C(=O)N/C(N)=N/c2nc3ccccc3o2)cc1
    -6.6	i	-6.8	i	i	2.7	i	i	i	i	i
- CC(C)N(CC#CC(O)(c1ccccc1)c1ccccc1)CCO
    -8.8	i	-2.3	i	i	-2.7	i	i	i	i	i
- Cc1nnc(N/N=C/c2ccccc2C(F)(F)F)n1N
    -9.4	i	-5.4	i	i	0.9	i	i	i	i	i
- CCOC(=O)C(C)Sc1nc(-c2ccccn2)ncc1OC (configuration not stated)
    -3.9	i	-3.6	i	i	0.7	i	i	i	i	i
- CCn1c(=O)c(CCC(=O)NCCN2CCOCC2)c(C)c2c(C)nn(-c3ccccc3)c21
    -10.4	i	-3.1	i	i	0.8	i	i	i	i	i
- CCCCOc1ccc(C(=O)NNC(=S)NC(=O)CC)cc1
    -11.5	i	-1.9	i	73*	-1.0	i	i	i	i	i
- Cc1noc(C)c1COc1cccc(C(=O)OCC(=O)NC(=O)c2ccc(OC(F)F)cc2)c1
    -1.7	i	-2.1	i	i	-6.7	i	i	i	i	i
- COc1cc(OC)c(C(=O)Nc2ccccc2-c2ccccc2)cc1OC
    -10.3	i	-1.9	i	i	6.0	i	i	i	i	i
- O=S(=O)(/C=C/c1ccccc1)NCCc1ccccn1
    -0.5	i	-0.6	i	i	-1.5	i	i	i	i	i
- Nc1ccc(S(=O)(=O)N2CCCC2C(=O)O)cc1 (configuration not stated)
    -11.3	i	-4.5	i	i	-1.7	i	i	i	i	i
- Cc1cc2oc(=O)cc(CN3CCCCC3C)c2cc1C(C)C (configuration not stated)
    -11.7	i	-0.5	i	i	0.3	i	i	i	i	i
- COc1ccc(CNC(=O)C(c2ccccc2F)N(C(=O)c2csnn2)C2CC2)cc1 (configuration not stated)
    -8.0	i	1.1	i	i	0.7	i	i	i	i	i
- C/C(=N\NC(=O)c1ccccc1F)c1ccccn1
    -12.7	i	2.3	i	i	-4.4	i	i	i	i	i
- CCNc1nc(NCC)n2c(SCC(=O)c3ccccc3Cl)nnc2n1
    -14.7	i	0.3	i	i	-4.9	i	i	i	i	i
- CC(C)(C)NC(=O)CSc1nnc(-c2ccccn2)n1-c1ccccc1
    -8.1	i	10.2	i	i	10.1	i	i	i	i	i
- COc1cccc(CN(C)CC(=O)NC(=O)NCc2ccccc2)c1
    -2.5	i	-0.4	i	i	3.6	i	i	i	i	i

Continuation:
Values run as follows: hERG protect	TMEM16A act	DYRK1A inh	KCNQ1 act	TRPC4 act	HDAC3 inhib	TRPC4 PAM	KCNK9 block	KCNK3 inh	ANO1 block	KCNQ1 block
- Cc1ccc(Cn2ncc3c(N4CCN(c5ccc(C)cc5)CC4)ncnc32)cc1
    -9.6	i	-13.6	i	i	3.1	i	i	i	100*	i
- O=C(O)c1cc(NC(=O)c2cccc(C(=O)Nc3cc(C(=O)O)cc(C(=O)O)c3)c2)cc(C(=O)O)c1
    -11.2	i	-1.4	i	i	-1.2	i	i	i	i	i
- CC(C)[C@H](NC(=O)c1ccccc1)C(=O)OCC(=O)N1CCc2ccccc2C1
    -11.9	i	-1.4	i	i	-2.3	i	i	i	i	i
- Cc1ccc(NC(=O)Cc2nc(CCl)cs2)cc1
    -6.4	i	-1.8	i	i	4.5	i	i	i	i	i
